Hsp90 block: displaces geldanamycin probe from tumor Hsp90 | hit rate 0.35% among 64,000 | P07900 | NCI-N417 lysate Hsp90, Cy3B-geldanamycin FP displacement | AID 429 | inhibition, % at 30 µM;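 active = inhibition above 50%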;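 note: 0% = tracer plus lysate wells and 100% = tracer alone without lysate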
tolC growth inh: blocks growth of E. coli BW25113 tolC mutant; hit rate 2.2% among 65,000; AID 573; OD615; growth inhibition, % at 10 µM (by protocol);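 active = growth inhibition at or above a cutoff equal to the mean over every tested compound plus 3 SD, cut at about 60% in these data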;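 note: growth measured after 20 h incubation at 37 °C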
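Test system: tolC-deleted E. coli BW25113; medium: LB with kanamycin 50 µg/mL; compound: single-point testing at 10 µM; incubation: 20 h compound exposure of bacteria at 37 °C; signal: OD at 615 nm; evaluation: growth inhibition in percent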
CatB mix inh: human cathepsin B inhibition by mixtures; P07858; Purified cathepsin B, AMC dipeptide fluorescence, compound mixtures; inhibition, %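 (ten-compound pools at 5 µM per compound and 50 µM total)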; hit rate 0.06% among 62,000; in the data active = inhibition above about 22%, passing the limit was not always enough;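 note: 0% = enzyme without compound and 100% = no enzyme blank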
MKP-1 inh: human dual specificity phosphatase 1 inhibition. P28562. recombinant MKP-1, OMFP hydrolysis fluorescence. AID 374. hit rate 0.15% among 65,000. inhibition, %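 (compounds tested at a single concentration somewhere between 10 and 100 µM)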;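 active = inhibition above about 50%, limit read from the data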;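 note: 0% = DMSO max control wells and 100% = wells with enzyme stopped by NaOH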
Target sequence (P28562 whole entry, looked up): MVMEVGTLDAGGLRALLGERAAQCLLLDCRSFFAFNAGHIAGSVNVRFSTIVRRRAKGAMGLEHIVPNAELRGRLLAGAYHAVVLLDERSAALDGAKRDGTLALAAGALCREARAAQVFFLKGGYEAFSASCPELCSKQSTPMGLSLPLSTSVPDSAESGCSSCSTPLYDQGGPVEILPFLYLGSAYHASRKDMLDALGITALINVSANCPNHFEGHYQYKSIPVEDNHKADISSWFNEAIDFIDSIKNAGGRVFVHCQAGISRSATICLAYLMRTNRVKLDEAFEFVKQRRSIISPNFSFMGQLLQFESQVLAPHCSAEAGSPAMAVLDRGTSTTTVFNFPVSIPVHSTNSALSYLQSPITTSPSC
CatB inh: blocks human cathepsin B protease activity. P07858. purified cathepsin B, fluorogenic substrate, fluorescence. inhibition, %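 (tested at 10 µM)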. hit rate 0.1% among 63,000; in the data active = inhibition above about 21%;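 note: 0% = enzyme with no compound and 100% = no enzyme blank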
Cdc25B inh: human M-phase inducer phosphatase 2 inhibition | inhibition, %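 (compounds tested at 10 µM final in the well)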 | recombinant Cdc25B, OMFP fluorescence Ex485/Em525 | P30305 | hit rate 0.1% among 65,000 | AID 368; in the data active = inhibition above about 50%
Target sequence (P30305 whole entry, looked up): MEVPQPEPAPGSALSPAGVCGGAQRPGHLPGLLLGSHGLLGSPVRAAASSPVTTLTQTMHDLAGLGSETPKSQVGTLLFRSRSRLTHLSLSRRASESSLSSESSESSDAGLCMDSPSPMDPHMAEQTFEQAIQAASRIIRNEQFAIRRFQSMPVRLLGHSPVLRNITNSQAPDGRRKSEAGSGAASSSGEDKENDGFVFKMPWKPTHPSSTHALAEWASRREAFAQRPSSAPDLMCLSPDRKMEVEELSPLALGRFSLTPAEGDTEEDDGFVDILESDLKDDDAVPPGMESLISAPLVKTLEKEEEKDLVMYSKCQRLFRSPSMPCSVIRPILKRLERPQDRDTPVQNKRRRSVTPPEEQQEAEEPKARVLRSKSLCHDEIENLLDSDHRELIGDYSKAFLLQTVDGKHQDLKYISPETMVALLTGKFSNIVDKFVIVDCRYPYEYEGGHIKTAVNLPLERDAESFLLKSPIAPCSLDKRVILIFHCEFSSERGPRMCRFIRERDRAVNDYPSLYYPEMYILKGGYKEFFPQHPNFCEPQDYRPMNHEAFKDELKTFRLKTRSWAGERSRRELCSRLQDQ
D1 mod: allosteric modulators of human D1 dopamine receptor. P21728. HEK293 D1, CRE-luciferase, dopamine EC30 potentiation; actives deviate in either direction. B-score at 10 µM. hit rate 5.9% among 58,000;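 active = luminescence count or its row- and column-corrected plate score outside the 99.7% band of the plate's sample wells, on either side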
E coli RNAP: inhibitors of Escherichia coli RNA polymerase; P0A8V2; E. coli RNA polymerase, fluorescence transcription assay; inhibition, %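 (tested at 10 µM)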; hit rate 0.2% among 62,000; AID 559; in the data active = inhibition above about 20%;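 note: 0% = enzyme without compound and 100% = no enzyme blank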
AP ELISA ortho: alternative pathway complement inhibition, orthogonal assay. inhibition, % at 5 µM. hit rate 0.08% among 62,000. Human serum alternative complement pathway, LPS-coated ELISA, C3 deposition; tested in compound mixtures;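 active = inhibition above 30% in each of the two pooled mixtures holding the compound, so the lower value exceeds 30%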;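 note: 0% = serum in Mg-EGTA without compound and 100% = EDTA serum blank; some compounds past the cut are filed as inactive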
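Medium: diluted human serum in Mg2+-EGTA GVB++. Assay system: human serum complement alternative pathway, C3 deposition onto LPS. Also added: Plate-bound LPS. Technique: Anti-C3 ELISA, OD 450 nm. Measure: percent inhibition. Incubation: 1 h at 37 °C. Dosing: 5 µM each compound, pools of ten, 50 µM per pool.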
The depositor's hits bear a star; nt = not tested or not shown.

Each structure is followed by: Hsp90 block	tolC growth inh	CatB mix inh	MKP-1 inh	CatB inh	Cdc25B inh	D1 mod	E coli RNAP	AP ELISA ortho
Cc1nc(SCc2nnc(-c3ccc(Cl)cc3)o2)c2c3c(sc2n1)CCC3
→ -2	5	0	-12	-5	2	-0.04	4	-4
COc1ccc(OCC(=O)N2CCN(C(=O)Cc3ccccc3)CC2)cc1
→ -2	-8	48	-2	11	19	-0.19	0	-5
CC(C)(C)C(=O)C(Oc1cccc2nonc12)n1cncn1 (stereo not drawn)
→ -5	-7	3	-19	1	-7	nt	10	30
CC1CCN(S(=O)(=O)c2cccc(C(=O)NCc3cccs3)c2)CC1
→ 0	62*	4	4	-2	-9	nt	-1	19
O=C1c2ccccc2S(=O)(=O)N1CCOc1ccccc1
→ 1	-6	0	-5	5	-1	0.079	7	3
Cc1cc(C)cc(NC(=O)N2CCC(NC(=O)c3ccc(F)cc3)CC2)c1
→ 1	-9	-2	-25	2	5	-0.5	1	-18
CC(=O)NC(CCS(C)(=O)=O)C(=O)Nc1cc(C)on1 (stereo not drawn)
→ -3	-10	-1	0	2	-20	0.048	1	5
CC(C)n1c(N2CCN(C(=O)c3cccs3)CC2)nc2ccccc21
→ -3	12	0	-9	0	15	-1.1	4	-4
CCOc1ccc(C(=O)Nc2c3c(nn2-c2cccc(C)c2C)CS(=O)C3)cc1 (stereo not drawn)
→ 1	14	7	9	2	-7	0.91	11	3
FC(F)(F)c1ccc(N2CCN(c3ncnc4c3nnn4Cc3ccccc3)CC2)nc1
→ -2	-15	4	28	-2	0	0.15	5	15
CCn1c(CNC(=O)COc2c(C)cccc2C)nnc1SCC(=O)Nc1nccs1
→ -6	-3	4	6	-2	-4	-0.25	6	9
COC(=O)C1=C(C)N(C)C(=O)NC1c1ccccc1 (stereo not drawn)
→ 0	-20	2	-3	-2	-12	0.09	-2	20
CCCCNc1ncnc2c1cnn2-c1ccccc1
→ -6	12	1	5	8	-2	-3.6*	1	6
COc1cccc2c1OC1(C)CC2NC(=O)N1c1cccc(C(=O)Nc2ccc3c(c2)OCCO3)c1 (stereo not drawn)
→ 6	-7	1	14	2	5	-1.1	-1	15
Cc1ccc(-c2nnc(OCCN3CCOCC3)c3ccccc23)cc1
→ -3	16	nt	-22	-1	16	0.088	9	nt
Clc1ccc(NCc2nnc3n2CCCCC3)cc1
→ 1	-2	-4	-14	3	2	0.19	-6	-27
O=C(NCc1nc(-c2ccccc2)no1)c1ccc(Br)o1
→ -12	23	1	-9	6	-2	-0.18	4	1
CCN1/C(=C(\O)c2ccccc2)C(=O)c2ccccc2S1(=O)=O
→ -3	89*	8	-6	5	1	-0.99	8	12
Cc1ccccc1-n1c(N)cc(=O)[nH]c1=S
→ 0	-13	2	-9	6	-5	0.07	-1	16
Cc1ccc(-c2nnn(CC(=O)N(CC(=O)NC(C)C)c3cnc4ccccc4c3)n2)o1
→ -1	-7	6	31	3	-23	1.1	7	6
CCOC(=O)N1CCC(N(C(=O)Nc2cccc(OC)c2)C(C)CC)CC1 (stereo not drawn)
→ -2	-6	2	-4	-3	-9	-0.1	3	17
Cc1nc2ccccc2c2oc(C(=O)N3CCc4ccccc4C3)cc12
→ -4	33	2	22	1	-11	-0.061	8	12
C/C(N)=C(/C#N)C(=O)COC(=O)CSc1ccccc1
→ -4	3	0	-7	7	-18	-0.01	9	7
O=C(O)CSC1CC(=O)N(c2ccc(Cl)c(Cl)c2)C1=O (stereo not drawn)
→ -5	-8	7	-4	-2	-23	0.1	8	-2
COc1ccc2nc(SCC(=O)Nc3ccccc3C#N)[nH]c2c1
→ -4	11	2	-18	6	-2	-0.071	10	-1
COc1ccc(S(=O)(=O)N2CCSC2c2ccc(N)cc2)cc1 (stereo not drawn)
→ -5	6	2	-7	3	-12	-1.2	10	-14
CN(C)S(=O)(=O)c1ccc(N2CCN(S(=O)(=O)c3ccc(F)cc3)CC2)c(Cl)c1
→ 5	18	4	11	-4	-1	2.4	2	14
O=S(=O)(NCCc1csc(-c2cccnc2)n1)c1ccc(Cl)s1
→ -7	12	4	-3	-3	-11	-1.7	5	24
CC(C)CCOc1ccc(C2(C)NC(=O)N(CN3CCOCC3)C2=O)cc1 (stereo not drawn)
→ 3	4	1	-32	1	1	0	6	17
CCOC(=O)C1=C(C)Nc2nnnn2C1c1ccc(OC)c(Br)c1 (stereo not drawn)
→ -1	13	2	7	-2	4	0.65	-15	-3

Limited to CatB mix inh, for 3 of the compounds above:
canonical_smiles,CatB mix inh
CCn1c(CNC(=O)COc2c(C)cccc2C)nnc1SCC(=O)Nc1nccs1,4
COC(=O)C1=C(C)N(C)C(=O)NC1c1ccccc1 (stereo not drawn),2
CCCCNc1ncnc2c1cnn2-c1ccccc1,1

Complete entries as entered above. Order of values: Hsp90 block, tolC growth inh, CatB mix inh, MKP-1 inh, CatB inh, Cdc25B inh, D1 mod, E coli RNAP, AP ELISA ortho
`FC(F)(F)c1ccc(N2CCN(c3ncnc4c3nnn4Cc3ccccc3)CC2)nc1` is listed with -2, -15, 4, 28, -2, 0, 0.15, 5, 15
`CC(C)n1c(N2CCN(C(=O)c3cccs3)CC2)nc2ccccc21` is listed with -3, 12, 0, -9, 0, 15, -1.1, 4, -4
`COc1ccc(S(=O)(=O)N2CCSC2c2ccc(N)cc2)cc1` (stereo not drawn) is listed with -5, 6, 2, -7, 3, -12, -1.2, 10, -14
`Cc1cc(C)cc(NC(=O)N2CCC(NC(=O)c3ccc(F)cc3)CC2)c1` is listed with 1, -9, -2, -25, 2, 5, -0.5, 1, -18
`O=S(=O)(NCCc1csc(-c2cccnc2)n1)c1ccc(Cl)s1` is listed with -7, 12, 4, -3, -3, -11, -1.7, 5, 24

Further results.
Each structure is followed by: Hsp90 block	tolC growth inh	CatB mix inh	MKP-1 inh	CatB inh	Cdc25B inh	D1 mod	E coli RNAP	AP ELISA ortho
Cc1cc(S(=O)(=O)NC2CCCCC2)ccc1OCC(=O)NCc1ccccn1
→ -4	15	-4	0	-4	-11	-0.032	-4	11
O=C(/C=N/O)NCC1CCNCC1
→ -1	-26	2	7	6	-1	nt	4	2
Cc1sc2nc3ccc(N4CCCCC4)nn3c(=O)c2c1C
→ -5	-11	-3	8	0	1	1.8	0	16
C/C(=C\C(=O)c1ccncc1)Nc1ccccc1O
→ 22	-13	-1	0	1	3	-0.064	5	7
CN1CCN(S(=O)(=O)c2ccc(Sc3nnc(-c4cccs4)n3-c3ccccc3)nc2)CC1
→ 0	2	3	17	2	-2	-4.1*	9	4
CC1OC(Nc2ccc(OC(F)(F)F)cc2)C(O)C(O)C1O (stereo not drawn)
→ -4	-19	4	-5	2	-1	-1.2	6	-1
CCOC(=O)c1c(NC(=O)CSc2n[nH]c(N)n2)sc(CC)c1C
→ -4	23	2	33	0	-9	7.9*	-2	14
Cn1c(SCC(=O)Nc2nc3c(s2)CCCC3)nnc1-c1ccccc1
→ -3	-1	-3	18	-1	0	1.2	9	17
CCCn1c(N2CCN(CC(=O)Nc3ccc4c(c3)OCCO4)CC2)nc2ccccc21
→ 0	-10	-3	0	1	-3	0.23	13	-5
Cc1ccc(C(=O)NCC2CCCO2)cc1N1CCCC1=O (stereo not drawn)
→ -1	-20	0	7	1	11	-0.13	-3	12
C=CCn1c(SCC(=O)NC2CCCCC2)nnc1C(C)NC(=O)c1cccs1 (stereo not drawn)
→ -3	-6	-6	2	-3	-8	-1.8	9	-2
Oc1ccc(N2CCN(C(c3cccs3)c3nnnn3CCc3ccccc3)CC2)cc1 (stereo not drawn)
→ 6	20	0	3	1	3	-0.39	10	-21
O=C(c1cccnc1)N1CCc2ccccc21
→ -4	-7	-7	-4	6	-1	-0.35	6	11
CC(=O)Nc1ccc2nc(SCC(=O)O)sc2c1
→ -2	-14	1	4	2	-1	0.42	9	-1
Cc1ccc(N2CN=c3s/c(=C\c4ccccn4)c(=O)n3C2)cc1
→ -6	8	0	6	2	-16	-1.6	-1	1
Cc1cc(C)cc(NC(=O)C2CCN(c3nc(C)cc(C)n3)CC2)c1
→ -3	-21	3	4	1	-13	-0.76	3	24
Cc1ccc2nc(-c3cccc(NC(=O)c4ccc5c(c4)OCCO5)c3)oc2c1
→ 0	21	-9	34	-1	9	-2.4	-1	8
Cc1cccc(-c2ccc(C=Nc3c(C)n(C)n(-c4ccccc4)c3=O)o2)c1
→ -4	-17	4	26	5	-7	-0.029	3	2
CC(C)(C)c1ccc(S(=O)(=O)n2c(CN3CCOCC3)nc3ccccc32)cc1
→ -1	23	-2	27	4	-10	nt	5	3
CC(=O)c1ccc(N2C(=O)C3C(C2=O)C(C(=O)c2ccc(Cl)cc2)N2CCCC32)cc1 (stereo not drawn)
→ -20	1	3	3	0	1	-0.54	6	3
CCCCN1CC(O)=C(c2nc3ccccc3s2)C1=N
→ -8	26	-2	20	1	2	0.98	-1	2
COC(=O)c1c(NC(=O)CCCC(=O)O)sc(C)c1C
→ -2	-2	0	4	1	3	-0.52	4	3
O=C(O)CC1C(=O)NCCN1C/C=C/c1ccccc1 (stereo not drawn)
→ -2	-17	-2	-7	1	-12	nt	7	1
Cc1ccc(C2NC(=O)NC(O)(C(F)(F)F)C2C(=O)c2ccccc2)o1 (stereo not drawn)
→ 2	15	nt	-13	nt	-3	0.15	nt	nt
COc1cccc(C(c2sc3nc(C)nn3c2O)N2CCN(c3ccccc3F)CC2)c1 (stereo not drawn)
→ -4	15	-1	8	3	2	-0.62	2	-2
COc1ccc(N2C(=O)CC(N3CCN(C4CCc5ccccc5C4)CC3)C2=O)cc1 (stereo not drawn)
→ -7	-6	-6	21	0	-6	-0.35	-5	-5
COC(=O)c1ccccc1NC(=O)C1CC(c2ccccc2O)=NO1 (stereo not drawn)
→ -4	14	4	10	-2	-2	1.5	9	-10
O=C(CCSc1ccccc1)Nc1ncccn1
→ 0	-3	8	8	-1	4	-0.65	17	2

Screening data deposited in PubChem by several laboratories.

Outcome played no part in choosing rows; about 7.6% have a hit in one of these screens.
